MEKK2 WT-MEK5 – raises or lowers MEK5 binding to wildtype human MEKK2 PB1 domain; Q9Y2U5; bead flow cytometry, Alexa488-MEK5 binding to MEKK2 WT; actives lie on both sides; binding response (% of control), % at 10 µM; hit rate 1.1% among 290,000; AID 1531; in the data active = binding response below about 67% or above about 130%
PfM18AAP inh – PfM18AAP enzyme inhibition. recombinant PfM18AAP, H-Glu-NHMec fluorogenic cleavage. inhibition, % at 7.35 µM. hit rate 1.2% among 290,000. AID 1822;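 active = inhibition above the campaign mean inhibition over all tested compounds plus 3 SD, cut at about 28% in these data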;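 also: 0% = plate median of test compound wells and 100% = 2 mM ZnCl2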
PHOSPHO1 inh – inhibitors of human PHOSPHO1 phosphatase. Q8TCT1. recombinant PHOSPHO1, absorbance phosphatase assay. inhibition, % at 13.3 µM. hit rate 1.1% among 290,000; in the data active = inhibition above about 60%
Target sequence (Q8TCT1 whole entry, looked up): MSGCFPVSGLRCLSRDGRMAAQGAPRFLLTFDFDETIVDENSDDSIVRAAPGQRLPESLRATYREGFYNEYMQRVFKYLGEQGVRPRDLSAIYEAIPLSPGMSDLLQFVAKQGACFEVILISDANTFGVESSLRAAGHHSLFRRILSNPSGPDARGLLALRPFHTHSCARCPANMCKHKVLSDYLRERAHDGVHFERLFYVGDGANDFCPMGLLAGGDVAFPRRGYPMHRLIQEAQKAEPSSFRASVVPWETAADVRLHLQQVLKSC
GPR7 antagonist – human neuropeptides B/W receptor 1 antagonism. GPR7-expressing cells, fluorescence antagonist assay. P48145. inhibition, % at 4.4 µM. AID 1861. hit rate 1.1% among 290,000; in the data active = inhibition above about 16%, passing the limit was not always enough;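 also: cells stimulated with the agonist NPW; 0% = agonist with vehicle and 100% = vehicle without agonist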
Target sequence (P48145 whole entry, looked up): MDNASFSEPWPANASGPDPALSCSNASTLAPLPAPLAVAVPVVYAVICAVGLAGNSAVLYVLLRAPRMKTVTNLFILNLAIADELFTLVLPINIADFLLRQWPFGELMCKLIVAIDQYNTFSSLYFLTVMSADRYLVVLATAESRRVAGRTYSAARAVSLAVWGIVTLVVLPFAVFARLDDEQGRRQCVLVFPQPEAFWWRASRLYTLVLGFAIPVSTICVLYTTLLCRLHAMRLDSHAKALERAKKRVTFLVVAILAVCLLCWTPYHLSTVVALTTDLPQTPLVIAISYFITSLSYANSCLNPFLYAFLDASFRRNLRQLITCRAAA
MEKK2 mut-MEK5 – signal of MEK5 binding to mutant human MEKK2 PB1 domain; bead flow cytometry, Alexa488-MEK5 binding to MEKK2 mutant; percent response, % at 10 µM; hit rate 0.35% among 290,000; in the data active = percent response above about 24%, passing the limit was not always enough; also: inactives centre near 1; some results filed as inactive read as strong as hits; reference of the scale not given here
FID counter – counter-screen for HCV NS3 helicase inhibitors: DNA intercalator displacement; hit rate 0.17% among 290,000; inhibition, % at 7.9 µM; DNA fluorescent intercalator displacement, fluorescence; in the data active = inhibition above about 37%;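 also: 0% = vehicle and 100% = reference compound; higher means more ethidium bromide displaced from hairpin DNA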
OXTR ag – human OXTR agonism | activation, % at 3 µM | CHO-OTR cells, Fluo-8 calcium fluorescence; normalized: DMSO 0%, oxytocin 100% | hit rate 0.32% among 320,000 | P30559;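 active = activation above the mean of all tested compounds plus 3 SD, cutoff set per screening run, cut at about 20% in these data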;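 also: peak over basal fluorescence ratio from a 100 s FLIPR kinetic read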
Target sequence (P30559 whole entry, looked up): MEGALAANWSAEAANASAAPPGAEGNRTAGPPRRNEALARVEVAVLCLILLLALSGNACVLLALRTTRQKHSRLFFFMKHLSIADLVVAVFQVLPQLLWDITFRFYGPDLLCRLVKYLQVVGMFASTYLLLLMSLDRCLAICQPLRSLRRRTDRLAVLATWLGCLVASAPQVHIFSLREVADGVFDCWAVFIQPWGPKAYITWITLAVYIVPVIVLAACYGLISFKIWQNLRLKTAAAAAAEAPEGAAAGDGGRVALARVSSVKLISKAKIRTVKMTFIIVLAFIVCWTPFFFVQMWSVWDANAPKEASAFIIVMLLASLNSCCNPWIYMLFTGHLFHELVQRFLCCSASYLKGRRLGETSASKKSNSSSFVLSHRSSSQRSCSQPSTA
MEKK3 PB1 HTS – MEKK3-MEK5 PB1 interaction, increase or decrease; Q99759; bead-based flow cytometry, Alexa488-MEK5 binding to MEKK3; actives lie on both sides; 0 = blocked by unlabeled MEK5, 100 = vehicle; binding response (% of control), % at 10 µM; hit rate 1.4% among 290,000; AID 1529;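 active = binding response more than 3 SD above or below the average of its plate-row segment, actives on both sides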;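 also: Alexa488 bead fluorescence after subtracting the streptavidin-only scavenger bead signal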
NALP1 yeast inh – blocks the NALP1 inflammasome reconstituted in yeast; S. cerevisiae NALP1/ASC/caspase-1 growth, X-gal OD620, 72 h; inhibition, % at 10 µM; hit rate 0.61% among 280,000; in the data active = inhibition mostly above about 24%, no sharp cut-off; inactive = mostly below about 32%; also: some compounds called inactive have numbers as strong as hits
The depositor's hits bear a star; nt = not tested or not shown.

Structure	MEKK2 WT-MEK5	PfM18AAP inh	PHOSPHO1 inh	GPR7 antagonist	MEKK2 mut-MEK5	FID counter	OXTR ag	MEKK3 PB1 HTS	NALP1 yeast inh
COCCN(C(=O)CSc1nncn1-c1ccccc1)c1c(N)n(Cc2ccccc2)c(=O)[nH]c1=O	99	0	1	-7	-1	-16	-0.3	101	23
CCC(=O)N1CCC2(CC1)Oc1ccc(F)cc1C(=O)C21CC(c2ccccc2)=NO1 (stereo unspecified)	92	nt	-163	nt	5	nt	0.3	92	10
COc1ccc(Cn2nnnc2C(CC(C)C)N2CCN(c3ccccc3)CC2)cc1 (stereo unspecified)	102	-3	7	3	12	-5	-0.5	102	19
COC(=O)c1ccccc1NC(=O)CN1C(=O)CSC1=O	103	10	18	-2	-1	-2	-0.5	104	7
CCOC(=O)C(=CNNc1cccc(Cl)c1)C(=O)OCC	100	12	74*	-11	2	-10	-1.0	100	12
CCOC(=O)CN(C(=O)COc1nc(-c2ccccc2)cc(C)c1C#N)c1ccccc1C	91	3	-1	-8	-7	-7	-1.4	94	-3
Cc1csc(NC(=O)Cc2ccccc2Cl)n1	102	3	4	0	5	-5	0.5	103	8
CCCCN(C)CCn1c(=S)[nH]c2ccc(N3CCOCC3)cc2c1=O	101	3	14	2	1	-3	-0.4	99	8
O=C(CN1CCN(c2ccc(F)cc2)CC1)Nc1cc(C(F)(F)F)ccc1Cl	95	1	46	-5	10	-1	0.4	96	40
Cc1ccccc1N(C(=O)CCCC(=O)Nc1ccccn1)C(C(=O)NC1CCCC1)c1ccc(O)cc1 (stereo unspecified)	98	2	41	-9	1	-34	0.0	100	2
Cc1ccc(Cn2ccc(NC(=O)C3C4CCC(C4)C3C(=O)O)n2)cc1 (stereo unspecified)	105	-13	-6	4	1	-15	-0.1	103	-1
COC(=O)C1=C(N)Oc2cc(C)n(CCc3ccccc3)c(=O)c2C1c1cccnc1 (stereo unspecified)	103	0	13	5	2	-13	-3.1	103	10
Cc1cc(Cl)ccc1OCC(=O)N[C@@H](Cc1ccccc1)c1nc2ccccc2[nH]1	103	-6	7	-10	0	4	-1.8	102	5
CCCN(CCC)CCCNC(=O)c1ccc2c(Cl)c3c(nc2c1)CCC3	127	7	42	-7	17	15	0.7	112	-9
CC(NC(=O)/C(=C\c1ccco1)NC(=O)c1ccco1)C(=O)O (stereo unspecified)	100	12	14	-5	1	-3	-0.2	103	4
CCOc1ccc(NC(=O)CSc2nc3ccccc3c(=O)n2CCNC(C)=O)cc1	89	0	-16	-18	-12	6	0.9	84	1
O=C1Nc2ccccc2/C1=N/N=C/c1ccc(-c2ccc([N+](=O)[O-])cc2)o1	91	-3	27	2	-2	5	nt	85	14
O=c1c2oc3ccccc3c2ncn1Cc1ccc(Cl)cc1	92	8	-20	-5	-4	-2	0.3	96	-4
CC(C)Oc1ccc(N2C(=O)c3ccccc3C2=O)cc1	100	4	-16	-2	4	0	-1.4	97	-2
CCOC(=O)C(NC(C)=O)C(O)c1ccc([N+](=O)[O-])cc1 (stereo unspecified)	91	-8	2	-10	-3	1	-0.4	89	0
COc1ccc(CNC(=O)N2CCc3ccccc3C2)cc1	103	-2	36	-1	1	-15	-0.8	102	11
Cc1cc(C)nc(-n2nc(C)cc2NC(=O)c2cccc(S(=O)(=O)N3CCOCC3)c2)n1	100	14	-4	2	-3	-6	nt	98	-17
Cc1cc(OCC(=O)Nc2ccc(CN3CCOCC3)cc2)c2c(C)c(C)c(=O)oc2c1	107	-2	-4	9	2	8	1.0	104	6
O=C(NCCc1nc2ccccc2[nH]1)/C(=C/c1ccc2c(c1)OCO2)NC(=O)c1ccccc1	102	-3	2	-8	-1	-5	-0.9	101	31
Cc1cccc(C)c1-n1nnnc1C(C)(C)N1CCN(N=O)CC1	101	-18	1	-16	7	-10	0.4	105	37*
Cc1ccc2oc(=O)c(/C=C(\O)C(C)(C)C)nc2c1	105	23	20	-2	1	-3	-0.4	94	-1
COc1ccc(CNc2nc3ccccc3n2C(C)C)c(O)c1	104	-2	-32	3	4	1	4.8	105	14
O=C(Nc1ccccc1C(F)(F)F)c1ncn[nH]1	105	59*	-1	-15	2	-2	-0.5	105	nt
O=C(NCCc1ccccc1)C1CC(=O)N(C2CCCCC2)C1 (stereo unspecified)	107	2	34	-7	9	-20	0.3	102	2
O=C(N/N=C/c1ccccn1)c1cc(-c2ccc3ccccc3c2)n[nH]1	106	-2	6	-14	3	-8	2.6	105	14
CCOC(=O)c1c(C)[nH]c(C(=O)/C(C#N)=C/c2ccc(OC)c(OC)c2)c1C	97	-4	1	-11	-2	-11	0.3	125	-25
Cc1ccc(NC(=O)CCCc2ccccc2)nc1	103	2	51	6	2	-7	-1.9	105	-43
O=C1C2C(c3ccccc3)CC=CC2[C@H](c2ccoc2)N1Cc1ccccc1 (stereo partly specified)	85	nt	40	nt	-8	nt	-2.0	91	-1
Cc1cc(C)n(CC(=O)NC2C(=O)N3C(C(=O)O)=C(CSc4nnc(C)s4)CSC23)n1 (stereo unspecified)	102	8	-23	5	-3	-22	0.6	102	-5
S=c1[nH]nc(CNc2ccc(Cl)cc2)n1Cc1ccccc1	87	9	-22	2	-9	-11	1.9	103	-14
CC(C(=O)Oc1ccc2c(c1)OCO2)N1C(=O)c2ccccc2C1=O (stereo unspecified)	101	23	-4	-4	3	-13	-0.5	104	6
O=C(OCC(=O)N1c2ccccc2Sc2ccccc21)c1cccnc1	99	5	-49	-11	0	-25	1.3	103	0
CC1CCCC(NC(=O)c2ccc3c(c2)NC(=O)CS3)C1C (stereo unspecified)	107	5	36	-4	5	-33	-0.9	101	5
Cc1ccc(N2C(=O)C(Cl)=C(N3CCOCC3)C2=O)cc1Cl	103	4	6	-1	-1	-1	0.0	98	22
OCCn1nc2c3ccccc3nc-2n(-c2ccccc2)c1=S	101	1	76*	-9	1	-5	-0.6	101	9

Profiles from above:
Profile of `OCCn1nc2c3ccccc3nc-2n(-c2ccccc2)c1=S` = MEKK2 WT-MEK5 = 101; PfM18AAP inh = 1; PHOSPHO1 inh = 76*; GPR7 antagonist = -9; MEKK2 mut-MEK5 = 1; FID counter = -5; OXTR ag = -0.6; MEKK3 PB1 HTS = 101; NALP1 yeast inh = 9
Profile of `O=C1C2C(c3ccccc3)CC=CC2[C@H](c2ccoc2)N1Cc1ccccc1` (stereo partly specified) = MEKK2 WT-MEK5 = 85; PfM18AAP inh = nt; PHOSPHO1 inh = 40; GPR7 antagonist = nt; MEKK2 mut-MEK5 = -8; FID counter = nt; OXTR ag = -2.0; MEKK3 PB1 HTS = 91; NALP1 yeast inh = -1

(further entries)
Structure	MEKK2 WT-MEK5	PfM18AAP inh	PHOSPHO1 inh	GPR7 antagonist	MEKK2 mut-MEK5	FID counter	OXTR ag	MEKK3 PB1 HTS	NALP1 yeast inh
COc1ccc(-c2noc(C(C)n3nc(C)c([N+](=O)[O-])c3C)n2)cc1OC (stereo unspecified)	102	-13	-11	6	6	-9	-0.4	106	1
CC(=O)c1cn(CC(=O)Nc2ccc(C)cc2C)c2ccccc12	106	-1	3	7	15	-7	11	99	4
CC(=O)c1cccc(CN2CCCC(CCC(=O)NCc3ccccc3F)C2)c1 (stereo unspecified)	111	-10	40	-12	9	2	0.4	105	13
COC(=O)C1=CN(Cc2ccccc2)C=C(C(=O)OC)C1c1ccc(OC)c(OC)c1	104	-5	3	4	1	-37	-0.5	103	12
COc1cc(/C(C)=N/NC(=O)CN2CCN(S(=O)(=O)c3ccc(C)cc3)CC2)ccc1O	99	2	40	-9	-4	-35	1.3	95	10
C#CCn1c(=NC(=O)c2cccs2)sc2cccc(OC)c21	nt	-3	-11	-1	nt	0	-0.9	nt	3
COc1ccccc1-c1cc(C(F)(F)F)nc(S(=O)(=O)CCCC(=O)O)n1	94	-49	5	2	-7	-6	0.4	89	17
CN(C)C1N(C(=O)c2ccccc2)N=C2c3ccccc3S(=O)(=O)N21 (stereo unspecified)	85	-1	40	-7	-11	1	-0.5	99	9

Ordered by the number under MEKK3 PB1 HTS (low to high): some entries from above.
Molecule	MEKK3 PB1 HTS
COc1cc(/C(C)=N/NC(=O)CN2CCN(S(=O)(=O)c3ccc(C)cc3)CC2)ccc1O	95
CC(=O)c1cn(CC(=O)Nc2ccc(C)cc2C)c2ccccc12	99
COc1ccc(-c2noc(C(C)n3nc(C)c([N+](=O)[O-])c3C)n2)cc1OC (stereo unspecified)	106

(next part)
Structure	MEKK2 WT-MEK5	PfM18AAP inh	PHOSPHO1 inh	GPR7 antagonist	MEKK2 mut-MEK5	FID counter	OXTR ag	MEKK3 PB1 HTS	NALP1 yeast inh
COC(=O)/C=C/C(=O)Nc1cccnc1	106	-4	-6	3	5	0	-0.4	105	12
COCC(C)N1CCC(Oc2ccc(C(=O)NCc3ccccn3)cc2)CC1 (stereo unspecified)	101	11	52	4	-4	5	0.2	100	22
NC(=O)c1ccc[n+](CCC[n+]2cccc(C(N)=O)c2)c1	103	-19	-21	-1	8	15	0.5	101	1
O=C(NCc1ccc(Cl)cc1)N1CCc2ccccc2C1	101	-2	-12	14	-6	-16	-1.5	100	-6
Cc1ccc(/C=N/NC(=O)CN2CCN(Cc3ccccc3)CC2)s1	102	1	40	-9	-2	1	-0.4	104	-6
O=C(CSc1nc2ccccc2o1)N1N=C(c2cccs2)CC1c1ccc(F)cc1 (stereo unspecified)	105	-5	23	-16	0	-2	-0.8	104	7
CC1=C(C#N)C(c2ccc(O)cc2)C(C#N)=C(C)N1	95	-2	3	-18	-12	2	1.4	91	11
CC(=O)Nc1ccc(S(=O)(=O)N2CCSC2c2ccc(C)cc2)cc1 (stereo unspecified)	103	6	-12	24	-2	-16	1.5	99	12
COc1ccccc1NC(=O)c1ccc(C(=O)Nc2ccccc2OC)nc1	106	3	29	-2	8	0	1.7	104	8
CCOC(=O)c1cccc(NC(=O)CCc2nnc3ccc(N4CCOCC4)nn23)c1	102	-1	45	-1	5	-35	-1.3	102	-4
COCCOC(=O)c1c(C)oc2ccc(OC(=O)COc3c(F)c(F)c(F)c(F)c3F)cc12	104	-1	19	-6	0	-4	0.7	100	20
COc1ccc(CN(C(=S)Nc2ccccc2)C2CC(=O)N(c3ccccc3)C2=O)cc1 (stereo unspecified)	102	2	6	-5	6	1	0.7	97	1
COc1ccc(NC(=O)c2c(NC(=O)CCC(=O)O)sc3c2CCCCC3)cc1	99	44*	-76	7	-2	-6	-0.3	93	7

Compound activity (PubChem)
